BRCA1 expr up: increases BRCA1 expression | hit rate 1.1% among 380,000 | MCF7-BRCA1-FFLuc reporter, luminescence, 48 h; response scale: scaled: vehicle 0%, 10 µM genistein 100% | Potency, µM (titrated, usually from 46.1 µM), inactives show top-dose activation, most hits filed as activators; further: potency means the concentration at half of the fitted maximal effect; nearly all actives have a fitted effect of over 80% in size; some results filed as inactive show a strong effect at the top dose
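Reporter cells (MCF7, BRCA1 promoter-firefly luciferase) received library compounds across a concentration series for 48 h. End-point luminescence was measured and concentration-effect curves derived after normalization.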
ELG1 genotoxic: genotoxicity induction in ELG1-luciferase HEK293T cells; HEK293T ELG1-luciferase reporter, luminescence, 16 h; Potency, µM (doses to about 46 µM), for inactives: at the highest dose activity change, positive = activation, actives largely listed as activators; AID 504466; hit rate 1.3% among 330,000; further: potency means the concentration at half of the fitted maximal effect; % of control where 0% means no effect; nearly all actives have a fitted effect of over 60% in size
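Reporter readout depends on ELG1 protein level, which increases with genetic stress. After 16 hr compound exposure at 37 °C, luciferase activity was quantified using ONE-Glo.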
B2AR arrestin: beta2AR (human) beta-arrestin recruitment activity; beta-arrestin recruitment to beta2AR, cell-based reporter; Potency, µM (series often up to 46.1 µM), inactives show top-dose activation, hits mostly activators; P07550; AID 492947; hit rate 0.02% among 330,000;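 further: potency means the concentration at half of the fitted maximal effect; 0% = DMSO controls and full agonism = EC100 isoproterenol or metaproterenol; nearly all actives have a fitted effect of over 65% in size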
TRPV1 ag: agonists of human vanilloid receptor 1 (TRPV1). hit rate 0.19% among 320,000. activation, % at 8.33 µM. Q8NER1. TRPV1-expressing cells, Fluo-8 calcium influx, agonist mode; in the data active means activation above about 80%; inconclusive means between about 30% and that limit; further: 0% is about no effect
Target sequence (Q8NER1 whole entry, looked up): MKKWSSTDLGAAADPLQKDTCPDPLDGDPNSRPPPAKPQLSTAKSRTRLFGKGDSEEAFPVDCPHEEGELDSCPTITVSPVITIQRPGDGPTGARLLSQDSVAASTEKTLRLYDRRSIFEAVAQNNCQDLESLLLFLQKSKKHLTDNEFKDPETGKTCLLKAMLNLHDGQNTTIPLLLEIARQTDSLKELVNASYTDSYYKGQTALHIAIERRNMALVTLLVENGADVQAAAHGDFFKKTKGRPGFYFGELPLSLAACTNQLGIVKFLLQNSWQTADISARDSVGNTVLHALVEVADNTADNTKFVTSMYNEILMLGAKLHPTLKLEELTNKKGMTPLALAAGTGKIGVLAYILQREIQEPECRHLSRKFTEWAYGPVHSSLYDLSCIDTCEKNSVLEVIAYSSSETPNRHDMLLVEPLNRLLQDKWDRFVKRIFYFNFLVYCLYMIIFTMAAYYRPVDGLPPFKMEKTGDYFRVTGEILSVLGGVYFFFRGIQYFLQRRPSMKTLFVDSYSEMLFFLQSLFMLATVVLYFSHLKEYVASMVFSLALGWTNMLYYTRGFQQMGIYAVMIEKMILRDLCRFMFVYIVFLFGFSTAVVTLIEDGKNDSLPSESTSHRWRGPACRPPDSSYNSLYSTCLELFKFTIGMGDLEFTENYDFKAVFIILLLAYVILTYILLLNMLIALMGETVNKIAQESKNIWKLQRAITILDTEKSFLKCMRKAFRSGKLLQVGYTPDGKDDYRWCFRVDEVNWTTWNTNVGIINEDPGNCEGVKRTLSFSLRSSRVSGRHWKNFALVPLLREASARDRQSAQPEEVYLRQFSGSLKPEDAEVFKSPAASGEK
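TRPV1-expressing cells were cultured overnight at 35.5C and loaded with Fluo-8 calcium dye for 40 to 90 min at room temperature. After a 10 s baseline, compound was added and calcium influx was read kinetically for 3 min (ex 480/em 520 nm).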
PTAP TSG101 blk: blocks PTAP/TSG101 interaction to inhibit HIV-1 budding; Q99816; Potency, µM (doses to about 115 µM), for the others: at the highest dose activity change, negative = inhibition, actives largely listed as inhibitors; Fluorescence polarization, FITC-PTAP peptide / Tsg101 binding; 340,000 tested, under 10 active; active means well fitted inhibition curve with a large enough effect in the main read-out, with a control signal flat, not every such curve was filed as active; inconclusive means small, poorly fitted or top-dose-only effect, or effect the other way, or a change in a side signal; inactive means no such curve, though single readings can be large or run the other way; further: potency means the concentration at half of the fitted maximal effect; % of control where 0% means no effect
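Tsg101 binding domain (10 uM final) was mixed with compound and a FITC-labeled PTAP peptide (50 nM final) in HEPES pH 7.5 buffer with NaCl, Tween 20, EDTA and TCEP; fluorescence polarization was read after 20 min at r.t.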
S-ASM inh: blocks human secretory acid sphingomyelinase. P17405. placental ASM, HMU-PC fluorogenic substrate, 60 min. Potency, µM (doses to about 57.5 µM), for inactives: top-dose activity change, negative = inhibition, actives largely listed as inhibitors. hit rate 0.006% among 340,000; further: potency means the concentration at half of the fitted maximal effect
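Human placenta-derived ASM preincubated with compound 10 min at room temperature, then reacted with 9 uM (final) fluorogenic HMU-PC substrate for 60 min at 37 C. Stop solution raises pH to 10; fluorescence read at Ex 386/Em 447 nm.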
uPA surface inh: blocks generation of uPA at the cell surface. AID 540303. Potency, µM (titrated, usually from 38.3 µM), inactives show at the highest dose activity change, negative = inhibition, actives largely listed as inhibitors. cell surface uPA generation assay, qHTS. hit rate 0.31% among 330,000; active means well fitted inhibition curve with a large enough effect; inconclusive means small, poorly fitted or top-dose-only effect; inactive means no such curve, though single readings can be large or run the other way; tested in mouse RAW 264.7 cells; further: potency means the concentration at half of the fitted maximal effect; on the % scale 0 is the no-effect control and ±100 the full control effect; nearly all actives have a fitted effect of over 55% in size
USP2a block: USP2a (human) protease inhibition; O75604; USP2 core, Ub-CHOP2 coupled fluorogenic reporter, 485/531; Potency, µM (doses to about 38.3 µM), inactives show top-dose activity change, negative = inhibition, actives largely listed as inhibitors; hit rate 0.01% among 330,000;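 further: potency means the concentration at half of the fitted maximal effect; plate controls were DMSO wells for no effect and full inhibition by NEM control for full effect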
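Cell-free coupled assay: 10nM USP2 core preincubated 30min RT with compound in Tris-HCl pH 8.0/CaCl2/CHAPS buffer, then 25nM Ub-CHOP2 and 25nM reporter substrate; fluorescence (Ex 485/Em 531) read after 60min RT, normalized to NEM inhibition, concentration-response curves fitted.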
p53 reactivation: re-activators of mutant p53; H1299 p53-A138V BP100-luciferase reporter, luminescence, 24 h; Potency, µM (top dose mostly 92.2 µM), without a hit: at the top dose activity change, positive = activation, hits mostly activators; hit rate 0.063% among 320,000; further: potency means the concentration at half of the fitted maximal effect; % of control where 0% means no effect; nearly all actives have a fitted effect of over 45% in size
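p53-null H1299 cells stably carrying temperature-sensitive p53-A138V and a BP100-luciferase reporter were pinned with compounds (4-point, 1:5 series) and held 24 hrs at 37 deg C. Luminescence was read 10 min after detection reagent.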
a7 integrin act: integrin-mediated muscular dystrophy alleviation activation | hit rate 0.064% among 350,000 | Potency, µM (titrated, usually from 38.3 µM), without a hit: at the top dose activation, usual class: activators | alpha7betagal myoblasts, beta-gal FDG fluorescence, 48 h | AID 624291;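 further: potency means the concentration at half of the fitted maximal effect; 100% = response of the positive control SU9516; nearly all actives have a fitted effect of over 60% in size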
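Alpha7betagal+/- myoblasts (passage 13) were plated 16-24 hr, then exposed to compounds (1:260 dilution of DMSO stock) for 48 hours at 37C. After MPER lysis, β-galactosidase reporter activity was read as FDG fluorescence (ex 480/em 540) after 30 minutes.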
Eya2 inh: Eya2 (human) phosphatase inhibition. O00167. recombinant Eya2, OMFP fluorescence dephosphorylation (OMFP is methylfluorescein phosphate). Potency, µM (titrated, usually from 76.9 µM), without a hit: top-dose activity, negative = inhibition, most hits filed as inhibitors. hit rate 0.006% among 330,000; further: potency means the concentration at half of the fitted maximal effect; on the % scale 0 is the no-effect control and ±100 the full control effect
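Eya2 (0.2 uM) preincubated 10 min at ambient with compound, then OMFP substrate added at 50 uM; 10 min reaction in 50 mM HEPES pH 7.5, 50 mM NaCl, 5 uM MgCl2, 0.05% BSA, 1 mM DTT. Fluorescence read at Ex 485/Em 525 nm.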
* marks the source's active call; other numbers are inactive results; [ ] = another dose, or the depositor's remark. Unless noted, the call rests on the fitted dose curve; in most records, active means well fitted curve in the direction sought with a large enough effect; inconclusive means small, poorly fitted or top-dose-only effect, or another doubt; inactive means no such curve, though single readings can be large; an effect the other way counts as inactive or inconclusive.

Screening COC(=O)[C@@]1(Cc2ccc(F)cc2)[C@H]2c3cc(C(=O)N4CCCC4)n(CCO)c3C[C@H]2CN1C(=O)c1ccccc1 returned BRCA1 expr up -12%, ELG1 genotoxic 0%, B2AR arrestin -0.7%, TRPV1 ag 5, PTAP TSG101 blk -1%, S-ASM inh 6%, uPA surface inh 1%, USP2a block -4%, p53 reactivation -2%, a7 integrin act 27% and Eya2 inh 1%.
CCc1ccc(CN(Cc2cccnc2)C(=O)/C=C/c2ccc(OC)cc2)cc1 was read as BRCA1 expr up -39%, ELG1 genotoxic -5%, B2AR arrestin 0.5%, TRPV1 ag inconclusive, PTAP TSG101 blk 17%, S-ASM inh -1%, uPA surface inh 3%, USP2a block -3%, p53 reactivation 9%, a7 integrin act -56%[inhibitor] and Eya2 inh -3%.
For Cc1ccc(CNC(=O)COC(=O)c2ccc(S(=O)(=O)N3CCCC3)cc2)cc1 the results were BRCA1 expr up -4%, ELG1 genotoxic 0%, B2AR arrestin 0.1%, TRPV1 ag 19, PTAP TSG101 blk 0%, S-ASM inh -4%, uPA surface inh 2%, USP2a block 2%, p53 reactivation 0%, a7 integrin act -7% and Eya2 inh 7%.
`Cc1noc(/C=C/N(C)C)c1S(=O)(=O)N1CCC(C(=O)Nc2ccc(Cl)cc2)CC1` gave BRCA1 expr up -17%, ELG1 genotoxic -7%, B2AR arrestin 0.1%, TRPV1 ag 0, PTAP TSG101 blk -4%, S-ASM inh 3%, uPA surface inh -20%, USP2a block 5%, p53 reactivation 4%, a7 integrin act 30% and Eya2 inh 10%.
For CCOc1ccc(C(=O)N[C@H](C(=O)Nc2cccc(S(=O)(=O)N3CCOCC3)c2)C(C)C)cc1 the results were BRCA1 expr up -27%, ELG1 genotoxic 0%, B2AR arrestin 0.0%, TRPV1 ag 1, PTAP TSG101 blk -4%, S-ASM inh -1%, uPA surface inh 3%, USP2a block -1%, p53 reactivation 1%, a7 integrin act -15% and Eya2 inh -6%.
Screening CCN1C(=O)CSC1=Nc1ccccc1Cl returned BRCA1 expr up 6%, ELG1 genotoxic 2%, B2AR arrestin -1.2%, TRPV1 ag 3, PTAP TSG101 blk -1%, S-ASM inh 3%, uPA surface inh 2%, USP2a block 1%, p53 reactivation 9%, a7 integrin act 16% and Eya2 inh -9%.
Screening COC(=O)N/N=C(\C)c1ccc(-n2ccnc2)cc1 returned BRCA1 expr up 0%, ELG1 genotoxic 5%, B2AR arrestin 0.3%, TRPV1 ag 0, PTAP TSG101 blk 0%, S-ASM inh -5%, uPA surface inh 1%, USP2a block 1%, p53 reactivation 13%, a7 integrin act 6% and Eya2 inh -4%.
For CCOC(=O)C(C)Oc1ccc2c(-c3cccc([N+](=O)[O-])c3)cc(=O)oc2c1 (stereo unspecified) the results were BRCA1 expr up -8%, ELG1 genotoxic 1%, B2AR arrestin 0.1%, TRPV1 ag inconclusive, PTAP TSG101 blk -3%, S-ASM inh -3%, uPA surface inh 0%, USP2a block -1%, p53 reactivation -17%, a7 integrin act -7% and Eya2 inh -3%.
Screening CCOC(=O)c1sc(-c2cccc([N+](=O)[O-])c2)cc1N returned BRCA1 expr up 7%, ELG1 genotoxic 11%, B2AR arrestin -0.6%, TRPV1 ag 2, PTAP TSG101 blk -2%, S-ASM inh -8%, uPA surface inh -1%, USP2a block 3%, p53 reactivation 1%, a7 integrin act 22% and Eya2 inh 1%.
`CCn1c(CNC(C)=O)nnc1SCC(=O)c1ccc(Br)cc1` gave BRCA1 expr up 3%, ELG1 genotoxic -1%, B2AR arrestin 4.9%, TRPV1 ag 0, PTAP TSG101 blk -5%, S-ASM inh 1%, uPA surface inh -18%, USP2a block 2%, p53 reactivation 11%, a7 integrin act 17% and Eya2 inh 19%.
For CC(C)N(Cc1nc(-c2ccccc2)no1)C(=O)c1ccc(Cl)cc1 the results were BRCA1 expr up -36%, ELG1 genotoxic -13%, B2AR arrestin -0.3%, TRPV1 ag 3, PTAP TSG101 blk -3%, S-ASM inh -11%, uPA surface inh 3%, USP2a block -2%, p53 reactivation -2%, a7 integrin act -3% and Eya2 inh -12%.
`O=C1NC2(CCCCC2)C(=O)N1CC(=O)N1CCc2ccccc21` gave BRCA1 expr up 2%, ELG1 genotoxic 6%, B2AR arrestin -0.3%, PTAP TSG101 blk -17%, S-ASM inh 3%, uPA surface inh -7%, USP2a block -1%, p53 reactivation -1%, a7 integrin act 4% and Eya2 inh 4%.
`O=C(COC(=O)c1ccc(O)cc1O)NC1CC1` gave BRCA1 expr up 5%, ELG1 genotoxic -2%, B2AR arrestin -0.8%, TRPV1 ag -5, PTAP TSG101 blk 1%, S-ASM inh 4%, uPA surface inh -10%, USP2a block -6%, p53 reactivation 11%, a7 integrin act 15% and Eya2 inh 3%.
CC(C)C(c1nnnn1Cc1cccs1)N1CCN(C2CCCC2)CC1 (stereo unspecified) was read as BRCA1 expr up -22%, ELG1 genotoxic 2%, B2AR arrestin 0.1%, TRPV1 ag -1, PTAP TSG101 blk 0%, S-ASM inh 0%, uPA surface inh 1%, USP2a block 2%, p53 reactivation 0%, a7 integrin act -8% and Eya2 inh 9%.
Screening Cc1ccc(SCCN2CCC(C(C)(C)C)CCC2=O)cc1 (stereo unspecified) returned BRCA1 expr up inconclusive, ELG1 genotoxic 11%, B2AR arrestin -0.7%, TRPV1 ag inconclusive, PTAP TSG101 blk -3%, S-ASM inh -3%, uPA surface inh 3%, USP2a block 0%, a7 integrin act 27% and Eya2 inh -4%.
Screening Nc1c(-c2ccc(Cl)cc2)cnc2ncnn12 returned BRCA1 expr up 0%, ELG1 genotoxic 2%, B2AR arrestin -0.1%, TRPV1 ag -3, PTAP TSG101 blk -5%, S-ASM inh 0%, uPA surface inh -1%, USP2a block 3%, p53 reactivation 4%, a7 integrin act -13% and Eya2 inh 16%.
`Cc1ccc(S(=O)(=O)Oc2ccc(/C=C3/N=C(c4ccccc4)OC3=O)cc2)cc1` gave BRCA1 expr up 6%, ELG1 genotoxic 0%, B2AR arrestin -0.5%, TRPV1 ag 2, PTAP TSG101 blk -1%, S-ASM inh 12%, uPA surface inh 16%, USP2a block 1%, p53 reactivation -1%, a7 integrin act inconclusive and Eya2 inh -5%.
For CC(C)OP(=O)(OC(C)C)C(O)c1ccc2c(c1)OCO2 (stereo unspecified) the results were BRCA1 expr up -7%, ELG1 genotoxic 2%, B2AR arrestin -1.5%, TRPV1 ag 0, PTAP TSG101 blk -4%, S-ASM inh 5%, uPA surface inh 0%, USP2a block -3%, p53 reactivation 3%, a7 integrin act -12% and Eya2 inh 8%.
`Cc1ccc(S(=O)(=O)Nc2cc(-c3nn(C)c(=O)c4ccccc34)ccc2N2CCOCC2)cc1` gave BRCA1 expr up -94%, ELG1 genotoxic inconclusive, B2AR arrestin 0.1%, TRPV1 ag 1, PTAP TSG101 blk 0%, S-ASM inh -7%, USP2a block 3%, p53 reactivation 8%, a7 integrin act 9% and Eya2 inh 1%.
Cc1ccc(S(=O)(=O)NCCC(=O)OCC(=O)NC(=O)c2cccn2C)cc1 was read as BRCA1 expr up 14%, ELG1 genotoxic 1%, B2AR arrestin -0.2%, TRPV1 ag -1, PTAP TSG101 blk -1%, S-ASM inh 3%, uPA surface inh 12%, USP2a block 4%, p53 reactivation -3%, a7 integrin act 12% and Eya2 inh 3%.
For CC1CCCCN1C(=O)CSc1nnc(CSc2ncccn2)n1C (stereo unspecified) the results were BRCA1 expr up 35%, ELG1 genotoxic -1%, B2AR arrestin -0.7%, TRPV1 ag -4, PTAP TSG101 blk -6%, S-ASM inh 2%, uPA surface inh 2%, USP2a block 0%, p53 reactivation -11%, a7 integrin act 4% and Eya2 inh 1%.
Screening Cc1ccc(OCc2nnc(SCC(=O)Nc3ncc(C)s3)o2)cc1 returned BRCA1 expr up -4%, ELG1 genotoxic 0%, B2AR arrestin 0.2%, TRPV1 ag 5, PTAP TSG101 blk 0%, S-ASM inh -2%, uPA surface inh -6%, USP2a block 1%, p53 reactivation 2%, a7 integrin act 8% and Eya2 inh -5%.
COc1ccccc1/C=C/CN1CCCC(CO)(CCc2ccccc2)C1 (stereo unspecified) was read as BRCA1 expr up -9%, ELG1 genotoxic -7%, B2AR arrestin -0.1%, TRPV1 ag -2, PTAP TSG101 blk 1%, S-ASM inh -1%, uPA surface inh 2%, USP2a block -1%, p53 reactivation 17%, a7 integrin act -19% and Eya2 inh -3%.

Rows are unselected. Share with any hit: about 2.6%.
